Screens from PubChem BioAssay.
HCMV antiviral – blocks human cytomegalovirus replication. activity change, negative = inhibition, % at 57.5 µM. HFF cells, HCMV-luciferase reporter, 72 h; stronger effect = lower value. 410,000 compounds, 4.5% hits; in the data active = activity change below about -60%; inconclusive = no clear call, values can overlap the other calls; inactive = above about -39%
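HFF cells seeded 16 h at 37C, treated with compounds, infected with luciferase-reporter HCMV at MOI 1 PFU/cell; luciferase read at 72 h post infection, normalized to buffer-only and Salinomycin controls.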
AmpC detergent – blocks E. coli AmpC beta-lactamase in detergent assay; AmpC hydrolysis of nitrocefin, absorbance 480 nm, 0.01% Triton; Potency, µM (highest dose often 114 µM), for inactives: at the highest dose activity change, negative = inhibition, hits mostly inhibitors; 370,000 compounds, 0.041% hits; AID 485294; active = well fitted inhibition curve with a large enough effect; inconclusive = small, poorly fitted or top-dose-only effect;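 also: potency is read from the fitted curve at half-maximal effect; 0% = no-compound wells and -100% = no-enzyme wells; nearly all actives have a fitted effect of over 25% in size; some results filed as inactive show a strong effect at the top dose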
Target sequence (P00811 whole entry, looked up): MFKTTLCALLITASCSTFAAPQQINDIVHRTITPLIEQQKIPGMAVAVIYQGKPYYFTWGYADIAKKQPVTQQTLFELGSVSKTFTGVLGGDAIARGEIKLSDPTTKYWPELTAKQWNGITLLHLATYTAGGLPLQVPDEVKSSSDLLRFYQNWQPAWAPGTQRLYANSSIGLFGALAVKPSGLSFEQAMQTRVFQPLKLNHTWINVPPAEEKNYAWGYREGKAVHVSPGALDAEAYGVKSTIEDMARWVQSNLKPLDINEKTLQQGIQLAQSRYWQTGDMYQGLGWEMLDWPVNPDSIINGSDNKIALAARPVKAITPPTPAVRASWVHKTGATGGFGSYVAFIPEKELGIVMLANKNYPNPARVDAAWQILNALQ
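20 mM phosphate pH 7.0 + 0.01% (detergent screen) or 0.0001% Triton X-100; 5.3 nM AmpC reagent; cpd preinc 15 min RT; nitrocefin (800 uM stock) to start; A480 q20 s × 4 min; Activity was normalised to no-enzyme and no-compound control wells.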
Numbers without * were called inactive; ? = inconclusive. Unless noted, % is scaled to controls: 0 for no effect and ±100 for the full control effect. Only part of the results is shown (hit frequency here may not be typical).

SMILES	HCMV antiviral	AmpC detergent
O=C(Nc1cccc(C(=O)OCc2cc(=O)n3c4c(sc3n2)CCCC4)c1)c1cccc(Cl)c1	-32	5%
Cc1ccc(-n2nnc3c(sc4nc(C)c(C)cc43)c2=O)cc1Cl	-27	17%
CCc1ccc2oc(C(=O)N(Cc3cccc(Cl)c3)Cc3ccco3)c(C)c2c1	3	9%
O=C(Nc1ccc(-c2nc3cc(Cl)ccc3o2)cc1)c1cc2ccccc2o1	14	9%
COc1cccc(CNC(=O)c2cc3ccc4cccnc4c3[nH]2)c1	5	-1%
Cc1ccc(NC(=O)CSc2nc3nccnc3c(=O)n2CCc2c[nH]c3ccccc23)cc1	71	-4%
COc1cccc(-c2cn3ncsc3n2)c1	88	21%
O=C(NCCSCc1ccccc1)C1CCN(S(=O)(=O)Cc2ccccc2)CC1	-14	22%
COC(=O)CSc1nnc2n(-c3ccccc3)c(=O)c3c4c(sc3n12)COC(C(C)C)C4 (stereo not given)	-8	2%
O=C(NCc1cccnc1)C(=O)NCC(c1cccnc1)N1CCN(c2ccccc2F)CC1 (stereo not given)	-5	-9%
CCc1cc(C(=O)NC(C)c2ccccc2)no1 (stereo not given)	4	1%
CCN(CC)c1ccc(NC(=O)CSc2nc(-c3cccs3)cc(C(F)(F)F)n2)cc1	7	19%
Cc1cc2nc(-c3cccc(NC(=O)COc4ccc(C(C)C)cc4)c3)oc2cc1C	89	5%
COc1cccc(C2C(C(=O)Nc3ccc(Cl)cc3)=C(C)Nc3nc4ccccc4n32)c1 (stereo not given)	5	-3%
O=C1CC(c2nnc(Cc3cccc(Cl)c3)o2)CN1c1ccccc1 (stereo not given)	-14	-9%
CCN1CCN(C(=O)c2ccc3c(c2)N(Cc2ccc(Cl)cc2)C(=O)c2ccccc2S3(=O)=O)CC1	-61*	7%
COc1cc(C2c3c(oc4ccccc4c3=O)C(=O)N2c2nncs2)cc(OC)c1OC (stereo not given)	-12	26%
Cc1ccccc1NC(=O)c1c(NC(=O)C(F)(F)F)sc2c1CCCCC2	-102*	8%
Cc1cccc(Cn2cc3c(=O)n(CC(=O)Nc4cccc(C)c4C)nc-3c3cc(F)ccc32)c1	-9	-4%
COc1ccccc1NC(=O)CC1Sc2ccc(C(F)(F)F)cc2NC1=O (stereo not given)	7	10%
CCOc1ccccc1CNC(=O)C(CC)n1nc(C)c2c(C)n(-c3ccccc3)nc2c1=O (stereo not given)	-39	16%
COc1ccc(Nc2cc(C(=O)NCCCN(C)Cc3ccccc3)c3ccccc3n2)cc1	-93*	1%
COc1ccc(N2CCN(C(=O)c3cc4cc5ccc(Cl)cc5nc4o3)CC2)cc1	11	0%
Cc1nc2ccc(S(=O)(=O)N(CC(=O)Nc3ccc(F)cc3)Cc3ccccc3)cc2s1	-20	7%
Cc1cc(S(=O)(=O)Nc2ccc(-c3ccc(N4CCCCC4)nn3)cc2)c(C)cc1Cl	-30	6%
CC(=O)c1ccc(S(=O)(=O)Nc2cccc(-c3ccc(N4CCCCC4)nn3)c2)cc1	58	0%
COc1ccc(NC(=O)Cn2cc(S(=O)(=O)c3ccccc3)c(=O)c3cc(C)ccc32)cc1Cl	32	-1%
CCc1cccc(NC(=O)CN2Cc3ccccc3C2=O)c1	-1	12%
CC(=O)CSc1nnc2cc(C)c3cc(C)cc(C)c3n12	19	-3%
CCOc1ccc(NC(=O)c2oc3ccccc3c2NC(=O)Cc2ccc(OC)c(OC)c2)cc1	23	0%
COc1ccccc1NC(=O)CN1CCN(CC(=O)Nc2ccc(F)c(F)c2)CC1	-21	4%
CCOC(=O)COc1ccc(C2C(C(=O)OC)=C(C)NC3=C2C(=O)c2ccccc23)cc1Cl (stereo not given)	-102*	3%
CCOC(=O)C1CCN(c2nc3c(S(=O)(=O)c4ccc(Br)cc4)nnn3c3ccsc23)CC1	17	18%
Cc1cccc(NC(=O)c2ccc(N(Cc3ccccc3)S(C)(=O)=O)cc2)c1	-66*	3%
CCc1nn(CC(=O)NCc2ccccc2Cl)c(=O)c2cc3ccccc3n12	2	16%
COc1ccc(-c2nc(CN3CCC(C(=O)NCc4ccccc4)CC3)c(C)o2)cc1OC	2	-6%
COc1ccc(CCN2C(=O)c3oc4cc(C)cc(C)c4c(=O)c3C2c2ccc(F)cc2)cc1OC (stereo not given)	-4	9%
CCCCN(CCCC)c1ncnc2c1cnn2-c1cccc(C)c1	10	-4%
CC(C)OCCCNC(=O)c1c2c(nc3ccccc13)C(=O)N(C1CCCCC1)C2	4	-3%
CC(C)OCCCNC(=O)CN1C(=O)c2cccnc2Sc2ccccc21	10	19%
CC(Oc1ccccc1)C(=O)Nc1ccc(C(=O)OCc2cc(=O)n3nc(C4CC4)sc3n2)cc1 (stereo not given)	?	-2%
CCc1ccccc1N1C(=O)N(Cc2cccc(Cl)c2)c2ccccc2S1(=O)=O	-105*	10%
CC(C)Cc1nn2c(=O)cc(COC(=O)c3cccc(NC(=O)c4ccccc4)c3)nc2s1	-9	11%
O=C(NCc1ccccc1)c1ccc2c(c1)N(Cc1ccccc1F)C(=O)c1ccccc1S2=O (stereo not given)	-31	7%
COc1ccc(-c2nc3sc(CCNC(=O)C(=O)Nc4ccc(C)c(F)c4)c(C)n3n2)cc1	20	0%
Cc1ccccc1-c1noc(CSc2nc3ccccc3[nH]2)n1	-23	-2%
COc1ccc(N(C)C(=O)Cn2cc(S(=O)(=O)N3CCN(c4ccccc4F)CC3)c3ccccc3c2=O)c(OC)c1	0	13%
CC(C)Oc1cccc(C2CC(=O)Nc3cc4c(cc32)OCO4)c1 (stereo not given)	-16	18%

Record cards (already shown):
Shown for Cc1ccc(NC(=O)CSc2nc3nccnc3c(=O)n2CCc2c[nH]c3ccccc23)cc1 : HCMV antiviral = 71; AmpC detergent = -4%
Shown for COc1ccc(N2CCN(C(=O)c3cc4cc5ccc(Cl)cc5nc4o3)CC2)cc1 : HCMV antiviral = 11; AmpC detergent = 0%
Shown for CC(C)OCCCNC(=O)CN1C(=O)c2cccnc2Sc2ccccc21 : HCMV antiviral = 10; AmpC detergent = 19%

Carrying on:
SMILES	HCMV antiviral	AmpC detergent
COc1ccc(N2CCN(C(c3ccccc3F)c3sc4nc(-c5ccco5)nn4c3O)CC2)cc1 (stereo not given)	-2	0%
CCNc1ccc(-c2nc(-c3ccco3)no2)cc1[N+](=O)[O-]	62	19%
CC(=O)N1c2ccccc2C(=O)C1N1CCN(c2ccc(F)cc2)CC1 (stereo not given)	0	6%
Cc1ccc2oc(C(=O)Nc3c(C(=O)Nc4cccc(Cl)c4)oc4ccccc34)cc(=O)c2c1	-22	21%
CCOC(=O)c1c(-c2ccccc2)oc2ccc(OCc3ccc(C)cc3)cc12	-34	18%
CC(=O)N1CCc2c(sc3c2c(=O)n(CCc2ccccc2)c(=O)n3CC(=O)Nc2ccccc2F)C1	?	21%
Cc1ccc(-c2noc(-c3nnn(CC(=O)Nc4cc(Cl)ccc4C)c3N)n2)cc1	19	3%
Cc1cccc(NC(=O)Cn2cc(C(=O)c3ccco3)c3ccccc32)c1C	-88*	-8%
Cc1ccc(NC(=O)c2oc3ccc(S(=O)(=O)N4CCCCCC4)cc3c2C)c(C)c1	13	17%
CC(C)CCNC(=O)CN1C(=O)CCn2nc(-c3cn(C)c4ccccc34)cc21	17	20%
Cc1nn(-c2ccccc2)c2c1N(CC(=O)N1CCN(c3ccccc3F)CC1)C(=O)CS2	-4	-3%
COc1ccc(OCc2ccc(-c3nc(C#N)c(NCc4ccccc4)o3)o2)cc1	-10	25%

The final four compounds of the part above are carried over, then new ones follow:
SMILES	HCMV antiviral	AmpC detergent
Cc1ccc(NC(=O)c2oc3ccc(S(=O)(=O)N4CCCCCC4)cc3c2C)c(C)c1	13	17%
CC(C)CCNC(=O)CN1C(=O)CCn2nc(-c3cn(C)c4ccccc34)cc21	17	20%
Cc1nn(-c2ccccc2)c2c1N(CC(=O)N1CCN(c3ccccc3F)CC1)C(=O)CS2	-4	-3%
COc1ccc(OCc2ccc(-c3nc(C#N)c(NCc4ccccc4)o3)o2)cc1	-10	25%
COc1ccc(OC)c(-c2noc(N3CCN(c4cccc(C(F)(F)F)c4)CC3)n2)c1	-36	-6%
Nc1c(C(=O)c2ccccc2)sc(Nc2ccc(Cl)c(Cl)c2)c1C(=O)Nc1ccccc1	-107*	2%
CCOC(=O)c1c(C)[nH]c(C)c1S(=O)(=O)N(C)CC(=O)N1CCN(c2cccc(C)c2C)CC1	-9	-2%
COc1cc(OC)c(NC(=O)c2cc(C(C)=O)n3ccccc23)cc1Cl	19	0%
CCOc1ccc(C(=O)c2cn(Cc3ccc(Cl)cc3)c3cc(OC)c(OC)cc3c2=O)cc1	-32	6%
O=C(O)c1ccc(NC(=O)c2ccc(Cl)c(S(=O)(=O)N3CCCCCC3)c2)cc1	1	6%
Cc1cccc(NC(=O)Cn2nc(-c3ccccc3)c3cnc4ccccc4c32)c1	0	?
CCCN(CCC)C(=O)Cn1c(=O)n(-c2ccccc2)c(=O)c2c3c(sc21)CCCC3	-2	18%
COc1ccc(Cc2nc3ccc(C(=O)NCc4cc(Br)ccc4OC)cc3o2)cc1	-35	20%
Cc1ccc(-c2nnc(Nc3cccc(O)c3)c3ccccc23)cc1S(=O)(=O)N1CCOCC1	-61*	9%
COc1ccc(C)cc1NC(=O)COCc1cc(-c2ccc(F)cc2)on1	9	17%
CCn1cc2nc(SCc3cc(C)ccc3C)n(Cc3ccc(Cl)cc3)c(=O)c2n1	-2	2%
CC(C)CCNC(=O)CSCc1cnn(-c2ccccc2)c1-n1cccc1	?	0%
Cc1nc2ccccc2c(=O)n1-c1ccc(NC(=O)c2cccc([N+](=O)[O-])c2)cc1	-16	0%
Cc1cn2c(=O)cc(COc3ccccc3NC(=O)c3ccc(Cl)cc3)nc2s1	2	2%
Cc1cc(N2CCC(C(=O)Nc3ccc(F)cc3F)CC2)n2nc(C)c(-c3ccc(Cl)cc3)c2n1	-4	-3%
CCc1ccc(CNc2ncc(-c3cccc(OC)c3)n2C)cc1	-36	-3%
COc1ccc(S(=O)(=O)N(CC(=O)Nc2cc(C)cc(C)c2)c2ccc(Cl)cc2)cc1	-32	-3%
Cc1cccc(Cn2cccc2CNS(=O)(=O)c2ccccc2F)c1	2	12%
Cc1ccc(C)c(S(=O)(=O)c2nnn3c2nc(N2CCOCC2)c2sccc23)c1	29	10%
Cc1cccc(NC(=O)CCCCCn2c(=O)[nH]c3ccsc3c2=O)c1	30	-1%
Cc1ccc(-c2cnc(NCc3c(F)cccc3Cl)n2C)cc1	-23	0%
CC(=O)N1c2ccc(S(=O)(=O)N3CCN(c4ccc(C)cc4C)CC3)cc2CC1C (stereo not given)	?	-1%
Cc1ccc(C(=O)N2CCC(c3c[nH]c4ccccc34)(c3c[nH]c4ccccc34)CC2)cc1	-18	18%
COc1cccc(NC(=O)c2oc3ccc(S(=O)(=O)N(C)C4CCCCC4)cc3c2C)c1	-34	-4%
Cc1cc(Cl)ccc1OCCSc1nnc(-c2cccs2)o1	-12	12%
Nc1nonc1-c1nc2ccccc2n1CC(=O)Nc1cccc(Cl)c1Cl	-5	1%
CCc1c(C)nc2nncn2c1Nc1ccc(C(C)C)cc1	-16	0%
COc1cc(Cl)c(C)cc1NC(=O)CCn1c(=O)c2cccn2c2cccnc21	-34	18%
COc1ccc(Cc2nc3c4cnn(-c5ccccc5Br)c4ncn3n2)cc1	-23	12%
Cc1ccc(-c2nc(N3CCN(c4ccccc4Cl)CC3)c3ccccc3n2)cc1	43	12%
COc1ccc(C(=O)N2CCN(C(=O)COc3ccccc3)CC2)cc1OC	27	7%
COC(=O)C1=C(CS(=O)(=O)c2cc(Cl)ccc2OC)NC(=O)NC1c1ccccc1 (stereo not given)	-15	-2%
CCCSc1oc(-c2ccco2)nc1S(=O)(=O)c1ccc(Cl)cc1	-4	0%
O=C(NCCCc1nc2ccccc2n1Cc1ccccc1)C1CCCCC1	-12	0%
CCc1ccc(Nc2nc3ccccc3c3nnc(C)n23)cc1	0	11%
CCCc1cc(=O)[nH]c(SCc2nc(-c3ccc(C)cc3)no2)n1	-15	3%
COc1cc(NC(=O)N2CCC(CN3CCc4ccccc4C3)CC2)cc(OC)c1	-5	2%
Cc1ccc2c(c1)c1c(c(=O)n(Cc3ccccc3)c(=O)n1CC(=O)Nc1ccccc1F)n2C	25	3%
CCOC(=O)C1CCN(C(=O)c2ccc(C)c(NC(=O)c3nsc4ccccc34)c2)CC1	15	2%
Cc1cccc(N2CCN(C(=O)C3CCN(C(=O)c4cc5sccc5n4C)CC3)CC2)c1C	-21	-4%
Cc1ccc(C)c(N2CCN(C(=O)Cc3c(C(=O)O)c(C)cn3C)CC2)c1	8	0%
CCN(C(=O)CN1C(=O)c2ccccc2Sc2ccc(C(=O)OC)cc21)c1cccc(C)c1	128	15%
CCOc1ccccc1NC(=O)CN1C=NS(=O)(=O)c2ccccc21	2	8%
Cc1ccc(NC(=O)Cn2cc3c(n2)CCCCC3)cc1	-3	4%
COc1cc(NC(=O)c2nn(C)c3c2COc2ccccc2-3)cc(OC)c1OC	-3	4%
